HMGR II inh – inhibitors of class II HMG-CoA reductase from Enterococcus faecalis; hit rate 0.41% among 190,000; purified E. faecalis HMGR, NADPH absorbance 340 nm kinetic; inhibition, % at 10 µM;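 active means inhibition above a set limit, the median over all tested compounds plus 3 SD, cut at about 9.5% in these data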;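 further: enzyme runs in reverse so mevalonate oxidation gives rising NADPH absorbance; 0% = complete reaction with DMSO and 100% = background rate lacking mevalonate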
DTT redox prof – compounds producing H2O2 with reducing agent – biochemical, NIH compound library profiling, artefact control for MLSCN library redox annotation, primary screen; hit rate 0.03% among 200,000; activation, % at 10 µM; DTT-dependent redox cycling H2O2, phenol red/HRP absorbance; 100% = 100 µM peroxide control, 0% = buffer;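 active means activation of at least 50% relative to the plate's high and low controls in the primary single-dose screen; inactive means activation below 50%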;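 further: compound incubated with DTT at 0.8 mM final as the reducing agent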
RAM inhibit – blocks the yeast RAM network; S. cerevisiae dse1pr::URA3 reporter, 5-FOA growth OD615, 2 d; analog-sensitive cbk1-as2 kinase mutant strain; inhibition, % at 50 µM; hit rate 1.8% among 190,000;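 active means inhibition above a set limit, 3 SD over mean compound inhibition, cut at about 8.4% in these data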;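 further: 0% = DMSO-only wells with no growth and 100% = 10 µM 1-NA-PP1 full growth; inhibition rescues growth on 5-FOA so higher OD means more RAM inhibition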
S1P3 antag – S1P3 (human) receptor antagonism; Q99500; CHO S1P3 NFAT-BLA reporter, FRET fluorescence, antagonist mode; inhibition, % at 4.98 µM; hit rate 0.27% among 170,000;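 active means inhibition above the plate cutoff, the mean inhibition of test wells on that plate plus 3 SD, cut at about 28% in these data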;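 further: cells challenged with S1P at its EC80 of 0.8 µM; blue over green emission ratio from cleaved BLA substrate after 4 h stimulation; 0% = S1P-stimulated wells and 100% = unstimulated DMSO-only wells; some compounds past the cut are filed as inactive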
PMI act satM6P – PMI (human) activation, high substrate. P34949. coupled PMI enzyme assay, resazurin fluorescence, 20 min; hits give high values; 1 = untreated enzyme, 0 = substrate-free blank. activation factor at 20 µM. hit rate 0.34% among 190,000;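 active means activation factor of 2 or more at 20 µM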
Target sequence (P34949 whole entry, looked up): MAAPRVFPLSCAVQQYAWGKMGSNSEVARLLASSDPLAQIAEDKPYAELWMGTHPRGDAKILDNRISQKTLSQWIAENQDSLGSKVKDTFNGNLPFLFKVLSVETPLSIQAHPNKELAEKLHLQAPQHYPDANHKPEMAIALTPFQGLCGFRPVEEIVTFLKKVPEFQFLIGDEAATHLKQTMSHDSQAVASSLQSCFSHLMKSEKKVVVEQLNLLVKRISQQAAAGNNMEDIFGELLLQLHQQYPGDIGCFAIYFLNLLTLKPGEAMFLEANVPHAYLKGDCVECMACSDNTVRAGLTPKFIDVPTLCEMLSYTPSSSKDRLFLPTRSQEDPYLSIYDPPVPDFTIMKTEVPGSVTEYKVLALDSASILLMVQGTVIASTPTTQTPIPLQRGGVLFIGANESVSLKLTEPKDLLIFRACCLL
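Material: human phosphomannose isomerase with PGI, G6PDH, diaphorase coupling enzymes; amount: PMI at 15 ng/mL final; also added: Mannose-6-phosphate 1.0 mM (near-saturating) plus 0.22 mM NADP+; incubation: enzyme reaction with compound 20 min at room temperature; signal: resorufin fluorescence (Ex 544/Em 590 nm) from resazurin via diaphorase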
TNAP inh no acc – blocks human TNAP activity with no phosphate acceptor present. P05186. purified TNAP, CDP-star luminescence, 30 min. inhibition, % at 20 µM. hit rate 0.26% among 200,000;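 active means tissue-nonspecific alkaline phosphatase inhibition above about 50% at 20 µM in the single-dose screen, limit read from the data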;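 further: 0% = DMSO negative control and 100% = EDTA positive control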
Target sequence (P05186 whole entry, looked up): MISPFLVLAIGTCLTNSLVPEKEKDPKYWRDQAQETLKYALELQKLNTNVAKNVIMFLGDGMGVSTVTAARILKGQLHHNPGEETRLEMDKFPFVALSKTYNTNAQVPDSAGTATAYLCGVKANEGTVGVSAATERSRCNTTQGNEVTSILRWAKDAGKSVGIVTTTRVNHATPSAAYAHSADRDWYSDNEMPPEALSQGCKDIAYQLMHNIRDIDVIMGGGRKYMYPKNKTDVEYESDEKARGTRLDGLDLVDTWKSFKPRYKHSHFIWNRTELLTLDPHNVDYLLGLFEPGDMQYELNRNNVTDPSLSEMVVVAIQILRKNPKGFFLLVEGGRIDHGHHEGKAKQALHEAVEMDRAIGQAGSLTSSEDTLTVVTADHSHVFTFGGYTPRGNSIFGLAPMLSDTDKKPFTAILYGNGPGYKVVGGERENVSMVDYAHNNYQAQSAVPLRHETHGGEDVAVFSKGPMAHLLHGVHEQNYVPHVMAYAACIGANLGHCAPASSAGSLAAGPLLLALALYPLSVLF
Hsp70 act – transcriptional activators of Hsp70; activation, % at 10 µM; AID 1203; hit rate 0.04% among 200,000; HeLa Hsp70 promoter luciferase reporter, luminescence; scaled: vehicle 0, proteasome-inhibitor control 100%;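 active means activation above the mean across all tested compounds plus 3 SD, cutoff set per campaign, cut at about 5.5% in these data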;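 further: 100% = MG132 at 30 µM as the positive control and 0% = DMSO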
PMI act – phosphomannose isomerase (human) activation. P34949. purified human PMI, coupled resazurin fluorescence, 20 min; hits give high values; 1 = vehicle control, 0 substrate-free wells. activation factor at 20 µM. hit rate 0.005% among 190,000. AID 1214;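 active means activation factor of 2 or more at 20 µM, relative to plate controls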
L major viab – inhibitors of Leishmania major promastigote growth; Leishmania major promastigotes, resazurin fluorescence viability; inhibition, % at 10 µM; hit rate 9% among 200,000; AID 1063; in the data active means inhibition above about 50%;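 further: promastigotes grown with compound for 44 hours at 28 °C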
TNAP inh hiacc – inhibitors of human TNAP at high phosphate acceptor concentration | inhibition, % at 20 µM | purified TNAP, CDP-star luminescence, 1 M DEA | hit rate 0.03% among 200,000 | P05186;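 active means over 50% inhibition of tissue-nonspecific alkaline phosphatase at 20 µM in the single-dose screen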;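 further: plate controls were DMSO wells for no effect and EDTA-quenched wells as full inhibition for full effect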
The depositor's hits bear a star; / = no result given.

SMILES | HMGR II inh | DTT redox prof | RAM inhibit | S1P3 antag | PMI act satM6P | TNAP inh no acc | Hsp70 act | PMI act | L major viab | TNAP inh hiacc
CCOC(=O)N1CCN(C2CC(=O)N(c3ccc(Oc4ccccc4)cc3)C2=O)CC1 (stereo unspecified) | -3.6 | -0.1 | 0.0 | / | 1 | -10.4 | -0.4 | 1 | -6.6 | -10.4
CC1CCCC(NC(=O)CSc2nnnn2C)C1C (stereo unspecified) | -1.9 | -0.7 | -0.3 | / | 1 | -9.7 | 0.1 | 0.9 | -2.7 | -2.4
O=C(NCc1ccccn1)c1cc(-c2ccc(Cl)cc2)nc2ccccc12 | -1.5 | 0.1 | 0.8 | 3.8 | 1 | 5.8 | -0.3 | 0.9 | 1.9 | -2.8
Cc1ccc(-c2nc(CN(C)Cc3ccc4nccnc4c3)c(C)o2)s1 | -5.7 | 1.2 | 1.2 | -3.2 | 1 | -2.7 | -0.1 | 1 | 6.0 | -6.7
CC(CO)NCC12CC3CC(CC(C3)C1)C2 (stereo unspecified) | 0.1 | -0.1 | 1.1 | 1.4 | 1 | -5.8 | -0.2 | 1 | 7.5 | -2.7
CCOC(=O)C1CCCN(C(=S)Nc2ccc(OC)cc2)C1 (stereo unspecified) | 3.4 | -0.1 | 2.0 | -9.9 | 1 | -3.4 | -0.2 | 1 | -1.8 | -1.5
O=C1N(CN2CCN(c3cccc(Cl)c3)CC2)c2ccccc2C12OCCCO2 | -4.4 | 0.6 | 3.2 | -19.6 | 0.9 | -12.0 | -0.2 | 0.8 | -2.5 | -6.3
CCc1ccc(OCC(=O)N/N=C/c2cc([N+](=O)[O-])ccc2N2CCCCCC2)cc1 | -5.3 | -0.4 | 4.1 | -14.9 | 1 | -0.5 | -0.1 | 0.9 | 99.7* | 5.9
O=C(NN=C1CCCCCC1)NC1CCCCC1 | -3.7 | -0.4 | 0.0 | -12.2 | 1 | -12.5 | -0.7 | 1 | 36.9 | -5.4
Cc1cc2nc(-c3cccc(NC(=O)c4ccc(Br)o4)c3)oc2cc1C | -3.8 | 0.5 | 2.4 | / | 1 | -3.0 | -0.5 | 1 | -6.0 | -4.8
CCOC(=O)c1cn(CC)c2cc(N3CCOCC3)c(F)cc2c1=O | 0.6 | 2.8 | -0.9 | -9.4 | 0.9 | -4.1 | -0.2 | 1 | -3.1 | 2.6
CC(=O)N1CC(c2ccccc2)C(c2ccc(Cl)cc2)=N1 (stereo unspecified) | -2.5 | 0.1 | 0.2 | 8.7 | 0.9 | -15.5 | -0.1 | 0.8 | 3.1 | -0.6
CCSc1nnc(NC(=O)NC(CC)(C(F)(F)F)C(F)(F)F)s1 | -10.2 | 0.0 | 2.8 | / | 1 | 10.2 | -0.1 | 1 | 30.6 | -5.8
COc1ccc(C2C(C#N)=C(/N=C/N3CCOCC3)OC3=C2C(=O)CC(C)(C)C3)cc1OC (stereo unspecified) | -2.8 | -15.2 | 3.5 | / | 1.1 | -2.3 | -0.3 | 1.1 | -2.5 | -3.5
CC1=C(c2ccccc2)[N+](=O)C2(CCCC2)N1[O-] | -1.6 | 0.2 | -0.9 | -25.4 | 1 | -14.3 | -0.5 | 1 | -3.3 | -9.1
Cc1cccc(NC(=O)c2ccccn2)c1C | -2.9 | -1.6 | 3.6 | 10.0 | 1 | -4.2 | 0.1 | 1.1 | -7.4 | -11.2
CC1=C(C(=O)Nc2ccccc2)C(c2ccco2)C(C#N)=C(SCc2ccccc2)N1 (stereo unspecified) | 1.3 | 0.1 | 3.5 | -2.9 | 0.9 | -8.3 | -0.1 | 0.8 | 30.1 | -0.7
CCOC(=O)N1C=CC=C[C@@H]2[C@@H](N3C(=O)c4ccccc4C3=O)C(=O)N21 | -3.1 | -0.4 | 1.5 | 5.9 | 1 | -8.1 | -0.1 | 1 | -0.6 | -5.6
CCOc1c(Br)cc(/C=C2\C(=O)N(CCC#N)N=C2C)cc1OC | / | 0.4 | -1.5 | / | 1 | -4.9 | -0.3 | 1.1 | 30.9 | -2.2
Cc1sc2ncn(CC(=O)NCc3ccco3)c(=O)c2c1-c1ccccc1 | 1.6 | 9.5 | 1.9 | -14.3 | 1 | -17.4 | 0.2 | 1 | 2.5 | -5.9
Cc1cc(C(=O)OCC(=O)NC(C)C)c(C)o1 | -0.1 | 0.1 | 0.1 | / | 1.1 | -21.5 | -0.2 | 1 | -2.4 | -2.1
Cc1ccccc1NC(=O)C(=O)c1cn(C)c2ccccc12 | -1.8 | 0.3 | 0.4 | -4.9 | 0.9 | -7.8 | 0.2 | 1 | -7.1 | -7.3
S=C1Nc2cc(Cl)ccc2Sc2ccccc21 | -2.6 | -0.3 | 0.0 | -2.6 | 1 | -13.6 | -0.2 | 0.9 | -5.5 | -1.1
COc1ccc(N)c2c1C(=O)c1ccccc1C2=O | 1.4 | 0.1 | -0.1 | 12.5 | 0.8 | 19.1 | 0.0 | 0.8 | 3.7 | 29.4
CCn1c(C)[n+](Cc2ccccc2)c2ccc(Cl)cc21 | 2.4 | 0.1 | 0.6 | -0.1 | 1 | -7.2 | -0.3 | 0.8 | 8.9 | -5.7
CCOC(=O)c1cc(NC(=O)c2ccc(Cl)cc2)c(=O)oc1-c1ccccc1 | -1.1 | 1.8 | 0.0 | / | 1.1 | -7.1 | 0.0 | 0.9 | -4.6 | -3.9
CCn1c(CSc2nc(C)cc(C)n2)nnc1SCC(=O)Nc1ccccc1 | -2.7 | 0.9 | 1.1 | -1.7 | 0.9 | -2.6 | 0.1 | 1 | -1.8 | -1.1
O=[N+]([O-])c1cc(-c2nnc(C34CC5CC(CC(C5)C3)C4)o2)cc([N+](=O)[O-])c1 | 3.6 | -3.4 | 4.2 | / | 1 | -7.3 | -0.2 | 1 | 99.8* | 2.0
O=C(C1CCCN1S(=O)(=O)c1ccc(Cl)c(Cl)c1)N1CCOCC1 (stereo unspecified) | -0.4 | -0.6 | -0.6 | 3.8 | 1 | -8.7 | -0.1 | 1 | 2.9 | -1.4
CC(C)NS(=O)(=O)c1ccc(OCC(=O)N2CCCC2)cc1 | -0.4 | 0.6 | 1.9 | / | 0.9 | -7.5 | -0.1 | 0.9 | -4.7 | -2.1
CC(C)CC(COCc1ccc(F)cc1)N1CCN(C(=O)c2cccc(C(F)(F)F)c2)CCC1=O (stereo unspecified) | -2.0 | 0.7 | 0.1 | -4.7 | 0.9 | -8.4 | -0.3 | 0.9 | 2.6 | -6.1
Cc1cc2cc(C)c3nnc(SCC(=O)N4CCCc5ccccc54)n3c2cc1C | 1.0 | -1.2 | -0.1 | / | 0.9 | -0.4 | -0.3 | 0.9 | 0.3 | -1.8
N#Cc1c2c(c(NCCOCCO)n3c1nc1ccccc13)CCCC2 | 2.5 | 0.2 | 0.0 | 7.5 | 0.7 | -13.3 | -0.2 | 1 | -3.4 | -3.5
COc1ccc(-c2nnnn2-c2ccccc2OC)cc1 | -0.2 | -0.8 | -0.5 | -0.4 | 1 | -7.1 | -0.2 | 1 | 4.3 | 1.4
Cc1cc(Cl)c(S(=O)(=O)N2CCSCC2)cc1OCC(=O)NC1CCCCC1 | -3.0 | 0.8 | 1.4 | / | 0.9 | -13.1 | -0.2 | 0.9 | 25.1 | -5.4
CC(C)(C)c1nnc(NC(=O)c2ccc(Cl)nc2)s1 | -7.3 | -1.6 | 2.8 | -12.2 | 1 | -4.8 | 0.0 | 1 | 1.9 | -1.6
Cc1ccccc1C(=O)NC1CCN(CC(=O)NCc2ccc(F)cc2)CC1 | -0.5 | 3.4 | 2.0 | 2.6 | 1 | -5.8 | 0.2 | 1 | -1.1 | 4.3
Cc1cc(NC(=O)CSc2n[nH]c(CC(C)C)n2)no1 | 1.2 | 0.0 | 1.7 | -7.0 | 0.9 | 42.9 | -0.5 | 0.9 | -4.9 | -3.5
CCN(CC)S(=O)(=O)c1ccc(N=NC2=C(O)CCCC2=O)cc1 | -4.9 | 0.0 | 0.2 | -20.2 | 0.9 | 1.8 | -0.3 | 1 | -6.9 | 14.6
Cc1ccc(OCCOCCOc2cccc3cccnc23)c(Br)c1 | 0.7 | 0.0 | -0.8 | -4.7 | 0.9 | -1.2 | 0.1 | 0.8 | -1.0 | -4.2
O=C(c1cccc(S(=O)(=O)N2CCc3ccccc3C2)c1)N1CCN(c2ccc(O)cc2)CC1 | 0.5 | -1.0 | 0.9 | -12.4 | 0.7 | -5.4 | -0.2 | 0.9 | 65.2* | -2.6

Three structures from above, sorted by SMILES length, high to low.
SMILES | HMGR II inh | DTT redox prof | RAM inhibit | S1P3 antag | PMI act satM6P | TNAP inh no acc | Hsp70 act | PMI act | L major viab | TNAP inh hiacc
O=C(c1cccc(S(=O)(=O)N2CCc3ccccc3C2)c1)N1CCN(c2ccc(O)cc2)CC1 | 0.5 | -1.0 | 0.9 | -12.4 | 0.7 | -5.4 | -0.2 | 0.9 | 65.2* | -2.6
CCN(CC)S(=O)(=O)c1ccc(N=NC2=C(O)CCCC2=O)cc1 | -4.9 | 0.0 | 0.2 | -20.2 | 0.9 | 1.8 | -0.3 | 1 | -6.9 | 14.6
Cc1ccc(OCCOCCOc2cccc3cccnc23)c(Br)c1 | 0.7 | 0.0 | -0.8 | -4.7 | 0.9 | -1.2 | 0.1 | 0.8 | -1.0 | -4.2

Pulled one by one from the list above (7):
SMILES | HMGR II inh | DTT redox prof | RAM inhibit | S1P3 antag | PMI act satM6P | TNAP inh no acc | Hsp70 act | PMI act | L major viab | TNAP inh hiacc
Cc1ccc(OCCOCCOc2cccc3cccnc23)c(Br)c1 | 0.7 | 0.0 | -0.8 | -4.7 | 0.9 | -1.2 | 0.1 | 0.8 | -1.0 | -4.2
CC(C)(C)c1nnc(NC(=O)c2ccc(Cl)nc2)s1 | -7.3 | -1.6 | 2.8 | -12.2 | 1 | -4.8 | 0.0 | 1 | 1.9 | -1.6
CCN(CC)S(=O)(=O)c1ccc(N=NC2=C(O)CCCC2=O)cc1 | -4.9 | 0.0 | 0.2 | -20.2 | 0.9 | 1.8 | -0.3 | 1 | -6.9 | 14.6
COc1ccc(-c2nnnn2-c2ccccc2OC)cc1 | -0.2 | -0.8 | -0.5 | -0.4 | 1 | -7.1 | -0.2 | 1 | 4.3 | 1.4
O=C(c1cccc(S(=O)(=O)N2CCc3ccccc3C2)c1)N1CCN(c2ccc(O)cc2)CC1 | 0.5 | -1.0 | 0.9 | -12.4 | 0.7 | -5.4 | -0.2 | 0.9 | 65.2* | -2.6
Cc1ccccc1C(=O)NC1CCN(CC(=O)NCc2ccc(F)cc2)CC1 | -0.5 | 3.4 | 2.0 | 2.6 | 1 | -5.8 | 0.2 | 1 | -1.1 | 4.3
N#Cc1c2c(c(NCCOCCO)n3c1nc1ccccc13)CCCC2 | 2.5 | 0.2 | 0.0 | 7.5 | 0.7 | -13.3 | -0.2 | 1 | -3.4 | -3.5
